AID inh = blocks human AID cytidine deaminase activity; Potency, µM (titrated, usually from 115 µM), inactives show at the top dose activity change, negative = inhibition, most hits filed as inhibitors; actives 0.32% (n = 91,000); AID 1347428; AID deamination FRET fluorescence, UDG-coupled, 4 h; Q9GZX7; note: nearly all actives have a fitted effect of over 25% in size
Target sequence (Q9GZX7 whole entry, looked up): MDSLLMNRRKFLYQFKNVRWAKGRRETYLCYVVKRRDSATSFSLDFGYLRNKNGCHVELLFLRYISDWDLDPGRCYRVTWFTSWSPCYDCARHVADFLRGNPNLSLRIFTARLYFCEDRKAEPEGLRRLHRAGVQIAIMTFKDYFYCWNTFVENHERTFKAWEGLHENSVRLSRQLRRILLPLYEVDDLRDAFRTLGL
UDG counter = UDG inhibition counter-screen; Potency, µM (doses to about 115 µM), for the others: at the highest dose activity change, negative = inhibition, actives largely listed as inhibitors; actives 0.14% (n = 91,000); FRET deamination/UDG coupled assay, UDG read, 4 h; note: nearly all actives have a fitted effect of over 65% in size
* marks the source's active call; other numbers are inactive results; & = joins results of further samples; [ ] = remark or other dose. Calls come from the whole dose curve; as a rule, active = well fitted curve in the direction sought with a large enough effect; inconclusive = small, poorly fitted or top-dose-only effect, or another doubt; inactive = no such curve, though single readings can be large; an effect the other way counts as inactive or inconclusive. % is set by controls: 0 for no effect and ±100 for the full control effect; potency is the fitted concentration of half-maximal effect. This is a subset (hit frequency here may not be typical).

`C=CCC(CC=C)(CNC(=O)C(=O)Nc1cc(C)ccc1OC)c1ccc(OC)c(OC)c1` gave AID inh inconclusive and UDG counter -16%.
CCOC(=O)c1ccc(Nc2c(-c3cccc(O)c3)nc3nc[nH]n23)cc1 was read as AID inh 13% and UDG counter 2%.
`C=CCn1c(NCCN(C)C)nc2c1c(=O)[nH]c(=O)n2C` gave AID inh -6% and UDG counter 0%.
For O=C(c1ccccc1)N(Cc1ccco1)Cc1cccs1 the results were AID inh -22% and UDG counter 1%[57.5 µM].
Screening CCOc1ccc(CC(=O)NCCS(=O)(=O)N2CCN(c3ccccc3OC)CC2)cc1 returned AID inh -1% and UDG counter -8%.
`O=C(CSc1nnc(-c2cccc(S(=O)(=O)N3CCCC3)c2)o1)c1ccccc1` gave AID inh -20% and UDG counter 23%.
`O=C(NC1CC1)C1CCN(C2=NS(=O)(=O)c3ccccc32)CC1` gave AID inh -2% and UDG counter 3%.
Cc1nnc(N2CCCC(C(=O)NCCN(C)C)C2)c2nn(-c3ccccc3)c(C)c12 (stereo not drawn) was read as AID inh -21% and UDG counter 1%.
`COc1ccc(OC)c(C2CCCN2Cc2nc(-c3ccccc3Cl)no2)c1` (stereo not drawn) gave AID inh -15% and UDG counter -13%.
`COc1ccc(Nc2nc(-c3cccc(Cl)c3)c3c(n2)-c2ccccc2OC3)cc1` gave AID inh -22% and UDG counter -5%.

Among those listed so far, these have an aryl methoxy group:
`C=CCC(CC=C)(CNC(=O)C(=O)Nc1cc(C)ccc1OC)c1ccc(OC)c(OC)c1` gave AID inh inconclusive and UDG counter -16%.
Screening CCOc1ccc(CC(=O)NCCS(=O)(=O)N2CCN(c3ccccc3OC)CC2)cc1 returned AID inh -1% and UDG counter -8%.
`COc1ccc(OC)c(C2CCCN2Cc2nc(-c3ccccc3Cl)no2)c1` (stereo not drawn) gave AID inh -15% and UDG counter -13%.
`COc1ccc(Nc2nc(-c3cccc(Cl)c3)c3c(n2)-c2ccccc2OC3)cc1` gave AID inh -22% and UDG counter -5%.

(next part)
CCN(CC)c1nc2ccccc2nc1C(=O)Nc1cccc(C(C)=O)c1 was read as AID inh 3% and UDG counter 18%.
For Cc1ccccc1CC(=O)Nc1cc(S(=O)(=O)N2CCOCC2)ccc1N1CCOCC1 the results were AID inh -11% and UDG counter -13%.
Screening CCOC(=O)c1cc(NC(=O)OC)cc(C(=O)OCC)c1 returned AID inh -3% and UDG counter 0%.
For COc1ccc(C(C)=O)cc1CSCc1ccc(C#N)cc1 the results were AID inh -15% and UDG counter -18%.
Nc1c(-c2nc(-c3ccc(F)cc3)cs2)c2ccccn2c1C(=O)c1ccc2c(c1)OCO2 was read as AID inh -20% and UDG counter 13%.
`Cc1[nH]c2ccccc2c1C(C(=O)O)N1CCN(Cc2cccc3ccccc23)CC1` (stereo not drawn) gave AID inh -3% and UDG counter -6%.
For Cc1cc(I)c2[nH]c(-c3ccccc3)c(-c3ccccc3)c2c1 the results were AID inh -17% and UDG counter -17%.
For COc1cc(Cl)c(C)cc1NC(=O)Cn1cc(S(=O)(=O)N2CCN(c3ccccc3F)CC2)c2ccccc2c1=O the results were AID inh 15% and UDG counter -5%.
For Clc1ccc2c3c([nH]c2c1Cl)CCC3 the results were AID inh 0% and UDG counter -4%.
`COc1ccc(CNC(=O)CCCN2C(=O)COc3ccc(C)cc32)cc1` gave AID inh -23% and UDG counter 8%.

Structures listed so far with fluorine (two):
Nc1c(-c2nc(-c3ccc(F)cc3)cs2)c2ccccn2c1C(=O)c1ccc2c(c1)OCO2 was read as AID inh -20% and UDG counter 13%.
For COc1cc(Cl)c(C)cc1NC(=O)Cn1cc(S(=O)(=O)N2CCN(c3ccccc3F)CC2)c2ccccc2c1=O the results were AID inh 15% and UDG counter -5%.

Next part
`OC(CNC12CC3CC(CC(C3)C1)C2)COc1ccc(Cl)cc1Cl` (stereo not drawn) gave AID inh -14% and UDG counter -6%.
Screening Cc1ccc(C(=O)CSc2nc3ccccc3c(=O)[nH]2)cc1 returned AID inh -17% and UDG counter -6%.
`O=C(c1cccc(Cl)c1)N1CCC(c2nc3ccccc3o2)CC1` gave AID inh -10%&-22% and UDG counter 0%.
`Cc1cc(-c2ccccc2)nc2cc(C(=O)Nc3cc(C(F)(F)F)ccc3Cl)nn12` gave AID inh -18% and UDG counter -4%[57.5 µM].
`CCN(C(=O)CSc1nc(-c2ccccc2)no1)c1cccc(C)c1` gave AID inh inconclusive and UDG counter -12%.
Screening O=C(COC(=O)c1ccc([N+](=O)[O-])cc1Cl)c1ccc2c(c1)OCCO2 returned AID inh 13% and UDG counter -5%.
`CCN(CCCNC(=O)c1nn(-c2ccc(OC)c(Cl)c2)c(=O)c2c1c1ccccc1n2C)c1ccccc1` gave AID inh 22% and UDG counter 2%.
`CCCCCCCCCCCCCCCC(=O)OC(CC(=O)O)C[N+](C)(C)C` (stereo not drawn) gave AID inh 0% and UDG counter 3%.
`CCN(CC)c1ccc(C=Nc2ccc(Br)cc2)cc1` gave AID inh -2% and UDG counter -5%.
For CC(C)(C)c1ccc(S(=O)(=O)NCc2nc3cccnc3n2Cc2ccccc2Cl)cc1 the results were AID inh -11% and UDG counter 0%.
Screening O=C(OCC(=O)N1CCOCC1)C1=NN(c2ccccc2)C(=O)CC1 returned AID inh 0% and UDG counter 5%.
For COc1ccc(CC2C(=O)Nc3ccc(Br)cc32)c(OC)c1 (stereo not drawn) the results were AID inh -1% and UDG counter -1%.
Screening CCc1ccccc1NC(=O)CSCc1cnn(-c2ccccc2)c1-n1cccc1 returned AID inh 32%[activator] and UDG counter 8%.
`Cc1cccc(C(=O)C(Cl)C(=O)c2cccc(C)c2)c1` gave AID inh 0% and UDG counter 3%.
`Cc1nc(-c2ccc3ccccc3c2)cs1` gave AID inh 2% and UDG counter 7%.
For COc1cc(NC(=O)CC2C(=O)N(c3cccc(C)c3)C(=O)N2Cc2ccco2)cc(OC)c1 (stereo not drawn) the results were AID inh 17% and UDG counter -5%[57.5 µM].
For Cc1ccc(CN(C(=O)c2cc3ccccc3oc2=O)C2CCS(=O)(=O)C2)cc1 (stereo not drawn) the results were AID inh -1% and UDG counter -2%.
Cc1ccc(OCC(=O)OCc2cc(=O)n3ccsc3n2)cc1C was read as AID inh 0% and UDG counter inconclusive.
`Cc1cccc(OCCC(=O)OC(C)C(=O)Nc2ccc(S(N)(=O)=O)cc2)c1` (stereo not drawn) gave AID inh 5% and UDG counter -3%.
Screening Cc1cccc(N2C(=O)C(CC(=O)Nc3cccc(F)c3)N(Cc3cccs3)C2=O)c1 (stereo not drawn) returned AID inh 3% and UDG counter -1%[57.5 µM].
COc1ccc(OCC(=O)Nc2cccc3cccnc23)cc1 was read as AID inh -24% and UDG counter 0%.
Screening CCc1cccc(C)c1NC(=O)NC1COc2ccccc2C1 (stereo not drawn) returned AID inh 3% and UDG counter 0%.
Screening NC(=O)C1Cc2ccccc2CN1 (stereo not drawn) returned AID inh 5% and UDG counter 2%.
O=C(Nc1cc(C(F)(F)F)ccc1Cl)c1cc(S(=O)(=O)NCc2ccccc2)ccc1F was read as AID inh 5% and UDG counter 0%.
Screening CC(=O)N1CCN(C(C(=O)O)c2c[nH]c3ccccc23)CC1 (stereo not drawn) returned AID inh 0% and UDG counter 5%.
For COc1ccc(NC(=O)CSC2=Nc3ccccc3C3=NC(CC(=O)NCc4ccc(F)cc4)C(=O)N23)cc1 (stereo not drawn) the results were AID inh -8% and UDG counter 16%.
For CC(C(=O)NCc1ccccc1)n1ccc2cc(S(=O)(=O)N3CCCC3)ccc21 (stereo not drawn) the results were AID inh -22% and UDG counter -13%.
Screening COC(=O)c1cc(N)cc(C(=O)OC)c1 returned AID inh 0% and UDG counter -1%.
For Cn1c(=O)cc(OCC(=O)N2CCN(c3ccccc3)CC2)c2ccccc21 the results were AID inh 9% and UDG counter 4%.
For Oc1ccccc1-c1nc2ccccc2s1 the results were AID inh 7% and UDG counter 1%.

Next section, starting with the last six of the part before.
Screening CC(=O)N1CCN(C(C(=O)O)c2c[nH]c3ccccc23)CC1 (stereo not drawn) returned AID inh 0% and UDG counter 5%.
For COc1ccc(NC(=O)CSC2=Nc3ccccc3C3=NC(CC(=O)NCc4ccc(F)cc4)C(=O)N23)cc1 (stereo not drawn) the results were AID inh -8% and UDG counter 16%.
For CC(C(=O)NCc1ccccc1)n1ccc2cc(S(=O)(=O)N3CCCC3)ccc21 (stereo not drawn) the results were AID inh -22% and UDG counter -13%.
Screening COC(=O)c1cc(N)cc(C(=O)OC)c1 returned AID inh 0% and UDG counter -1%.
For Cn1c(=O)cc(OCC(=O)N2CCN(c3ccccc3)CC2)c2ccccc21 the results were AID inh 9% and UDG counter 4%.
For Oc1ccccc1-c1nc2ccccc2s1 the results were AID inh 7% and UDG counter 1%.
`COc1ccc(CC2C(=O)Nc3ccc(Br)cc32)cc1OC` (stereo not drawn) gave AID inh -6% and UDG counter -15%[57.5 µM].
Screening O=C(Nc1ccc(Br)cc1F)N1CCC2(CC1)Oc1ccccc1C(=O)N2Cc1ccccc1F returned AID inh inconclusive and UDG counter -11%.
Screening Cc1ccc(CN2CCCn3nc(C(=O)NCc4ccc(N(C)C)cc4)cc3C2=O)cc1 returned AID inh -11% and UDG counter -7%.
O=C1CCC(C(=O)OCc2cc(=O)oc3cc(O)ccc23)=NN1 was read as AID inh -22% and UDG counter -8%.
Screening COc1ccc(Oc2c(C)oc3cc(OCC(=O)N(C)Cc4ccccc4)ccc3c2=O)cc1 returned AID inh inconclusive and UDG counter -22%.
CC(=O)Nc1cc(C(=O)NCc2ccc(F)cc2Cl)ccc1Sc1ccc(Cl)cc1 was read as AID inh -7% and UDG counter 3%.
COc1ccc(N2CCN(C(c3ccccc3)c3sc4nc(-c5ccco5)nn4c3O)CC2)cc1 (stereo not drawn) was read as AID inh 5% and UDG counter 0%.
For N#Cc1nc(-c2ccccc2F)oc1NCc1ccccc1Cl the results were AID inh -9% and UDG counter -11%.
`Cc1cccc(N2C(=O)CSC23C(=O)N(CC(=O)NCc2ccccc2Cl)c2ccccc23)c1` (stereo not drawn) gave AID inh -21% and UDG counter -3%.
`Cc1ccc(CNc2ccc3cc(S(=O)(=O)N4CCCCC4)ccc3n2)cc1` gave AID inh inconclusive and UDG counter -15%.
For CC1CCCCN1Cc1c(O)ccc2c(=O)c(-c3ccc(Cl)cc3)coc12 (stereo not drawn) the results were AID inh -2% and UDG counter -4%.
Cc1c2cnn(CC(=O)NC(C)C)c(=O)c2c(C)n1Cc1ccccc1Cl was read as AID inh -9% and UDG counter -9%.
`COc1cc(NC(=O)CN2C(=O)COc3cc(C(C)(C)C)ccc32)cc(OC)c1` gave AID inh 3% and UDG counter 2%.
Screening CC(C)(CNC(=O)C1CCN(c2nc3ccccc3o2)CC1)N1CCCCC1 returned AID inh -6% and UDG counter -8%.
Screening CN(C(=O)c1cc2nc(-c3ccc4c(c3)OCO4)cc(C(F)(F)F)n2n1)c1ccc(OC(F)(F)F)cc1 returned AID inh -6% and UDG counter 1%.
`O=C(Cc1csc(-c2cccs2)n1)Oc1ccc(Cl)c2ccccc12` gave AID inh 11% and UDG counter -11%.
`COc1ccc(OC)c(C2CC(=O)Nc3c2c(C)nn3-c2ccc3nnc(C)n3n2)c1` (stereo not drawn) gave AID inh -15% and UDG counter -7%.
CCOc1ccc(CCNC(=O)c2cnc3c(-c4ccc(F)cc4)c(C)nn3c2C)cc1OCC was read as AID inh 0% and UDG counter 0%.
Screening CC1(NC(=O)CSc2nc(CN3CCOCC3)nc3ccccc23)CCS(=O)(=O)C1 (stereo not drawn) returned AID inh 2% and UDG counter 2%.
For Cc1ccc2[nH]cc(CCNC(=O)c3c(F)cccc3F)c2c1 the results were AID inh 5% and UDG counter 1%.
CCOC(=O)c1ccc(NC(=O)CN2C(=O)c3cccnc3Sc3ccccc32)cc1 was read as AID inh 1% and UDG counter -1%.
CN(C(=O)C1CCCCC1)C1(c2ccccc2Cl)CCCCC1=O (stereo not drawn) was read as AID inh 0% and UDG counter 0%.
For O=C(O)/C=C/c1ccccc1F the results were AID inh -5% and UDG counter 7%.
For Cc1oc(-c2ccccc2)nc1C(=O)Nc1ccccc1Cc1ccccc1 the results were AID inh 3% and UDG counter 0%.
Screening Cc1ccc(C(CNC(=O)c2cc(=O)c3cc(Br)ccc3o2)N2CCCCC2)o1 (stereo not drawn) returned AID inh -9% and UDG counter -2%.
For Cc1ccc(CNC(=O)Cn2c(-c3cccs3)cc3cc(Cl)ccc32)cc1 the results were AID inh 2% and UDG counter 11%.
For CC(C)(C)c1ccc(C(=O)NC2(C(F)(F)F)C(=O)Nc3c2c(=O)[nH]c(=O)n3-c2ccccc2)cc1 (stereo not drawn) the results were AID inh -10%[57.5 µM] and UDG counter -8%[57.5 µM].
For CN1C(=O)C(O)(CC(=O)c2ccc3c(c2)OCO3)c2ccccc21 (stereo not drawn) the results were AID inh -1% and UDG counter -2%.
Screening CCn1c(C)cc(/C=C(\C#N)c2ccc(Br)cc2)c1C returned AID inh -17% and UDG counter -18%.
`Cc1ccc(C(=O)COC(=O)c2ccccc2O)s1` gave AID inh 44%[activator] and UDG counter 0%.
For Cc1ccc(CNC(=O)c2cc3c(s2)-c2cc(C)sc2CC3)cc1 the results were AID inh -6% and UDG counter -11%.
Screening COC(=O)c1ccc2nc(C)cc(Nc3cccc(Cl)c3C)c2c1 returned AID inh 3% and UDG counter -7%.
`CCOC(=O)c1ccc(NC(=O)CC2NCCNC2=O)cc1` (stereo not drawn) gave AID inh 3% and UDG counter -3%.
`CC(C)c1nc(N2CCOCC2)c(C#N)c2c1CCCC2` gave AID inh -23% and UDG counter -7%.
Screening O=C(CSc1nc2c(oc3ccccc32)c(=O)n1Cc1ccco1)Nc1ccccc1 returned AID inh 1% and UDG counter 11%.

Screens from PubChem BioAssay.
